# Assay outcomes deposited in PubChem BioAssay by several laboratories.
# FXIa inh = human FXIa protease inhibitors, primary screen, biochemical, 1536-well; Coagulation factor XI (Homo sapiens), P03951; purified FXIa, Boc-Glu-Ala-Arg-AMC fluorogenic substrate; inhibition, % at 5 µM; 220,000 compounds, 0.14% hits; AID 798, 2007;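 active = inhibition of at least 40%; inactive = inhibition below 40%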;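 note: fluorescence of freed AMC excited at 355 nm; 0% = enzyme without compound and 100% = no enzyme blank; many of its hits are not listed in these tables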
# Target sequence (P03951 19-387 limits assumed): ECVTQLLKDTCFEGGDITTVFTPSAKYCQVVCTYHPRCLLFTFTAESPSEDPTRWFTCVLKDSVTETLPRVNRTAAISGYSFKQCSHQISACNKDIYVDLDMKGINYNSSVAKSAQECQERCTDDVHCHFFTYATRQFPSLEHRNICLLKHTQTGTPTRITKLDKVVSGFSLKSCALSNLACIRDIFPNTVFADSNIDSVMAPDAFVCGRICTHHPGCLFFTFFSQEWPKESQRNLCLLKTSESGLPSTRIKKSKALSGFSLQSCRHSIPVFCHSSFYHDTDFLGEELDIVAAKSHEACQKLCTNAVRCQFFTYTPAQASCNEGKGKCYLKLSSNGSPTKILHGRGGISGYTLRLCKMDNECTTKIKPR
# Target sequence (P03951 388-625 limits assumed): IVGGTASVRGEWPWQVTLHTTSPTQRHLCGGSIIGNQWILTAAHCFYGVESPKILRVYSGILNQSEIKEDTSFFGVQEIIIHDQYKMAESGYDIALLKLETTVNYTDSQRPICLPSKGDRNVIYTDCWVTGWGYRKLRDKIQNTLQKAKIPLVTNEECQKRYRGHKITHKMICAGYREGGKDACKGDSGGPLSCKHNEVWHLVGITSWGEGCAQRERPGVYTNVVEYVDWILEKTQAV
# hK5 inh = human KLK5 protease inhibitors, primary screen, biochemical, 1536-well. AID 873, 2007. recombinant hK5, fluorogenic AMC substrate cleavage. 210,000 compounds, 0.59% hits. inhibition, % at 5 µM. Kallikrein-5 (Homo sapiens), Q9Y337;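 active = inhibition of 40% or more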;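 note: 0% = enzyme controls without compound and 100% = no-enzyme blanks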
# FXIIa inh 1536 = human FXIIa protease inhibitors, primary screen, biochemical, 1536-well; Coagulation factor XII (Homo sapiens), P00748; purified FXIIa, Boc-QGR-AMC fluorogenic substrate, 2 h; inhibition, % at 5 µM; 220,000 compounds, 0.3% hits; AID 800, 2007; in the data active = inhibition above about 40%;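 note: 0% = enzyme with no compound and 100% = blank without enzyme; many of its hits are not listed in these tables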
# eIF4E-4G inh = eIF4E–eIF4G protein interaction inhibitors, primary screen, biochemical, uHTS, TR-FRET, eIF4GI fragment; Eukaryotic translation initiation factor 4E (Mus musculus) + Eukaryotic translation …; TR-FRET eIF4E-eIF4GI(517-606) binding, 2 h; inhibition, % at 21.7 µM; 220,000 compounds, 0.37% hits;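 active = inhibition above about 30%, limit read from the data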;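 note: 0% = full FRET control wells and 100% = background wells lacking eIF4GI fragment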
# Rad51 HR inh = human RAD51 strand exchange inhibitors, primary screen, biochemical, fluorescence; inhibition, % at 10 µM; DNA repair protein RAD51 homolog 1 (Homo sapiens), Q06609; hRad51 DNA strand exchange, fluorescence dequenching; AID 1385, 2008; 200,000 compounds, 0.085% hits;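 active = inhibition above 40% at the single screening dose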;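 note: 0% = DMSO control wells and 100% = blanks with heterologous ssDNA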
#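 Test system – preformed human Rad51 ssDNA filaments · Reagent – Donor/quencher-labelled 47-bp dsDNA substrate · Incubation – 37 °C 15-min filament assembly, 30-min compound preincubation, 15-min exchange · Signal – FRET fluorescence dequenching, excitation 485 nm, emission 520 nm · Read-out – percent inhibition from fluorescence, normalised to plate control and blank means · Benchmarks – plate control and blank wells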
# MDM2 E3 inh = MDM2-luciferase reporter signal enhancers, primary screen, MDM2 E3 ligase inhibitor project, cell-based, luminescence, 1536-well | E3 ubiquitin-protein ligase Mdm2 (Homo sapiens), Q00987 | cell-based MDM2 ubiquitination luciferase reporter, 2 h; 0 = plate control, 100 = twice control, blank-subtracted | signal enhancement, % at 5 µM | 210,000 compounds, 0.11% hits | AID 1230, 2008;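 active = signal enhancement of 30% or more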;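 note: luminescence tracks abundance of the self-degrading MDM2-luciferase fusion protein; higher signal means inhibition of MDM2 E3 ligase activity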
#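 Assay system: stable mammalian line carrying autodegrading MDM2–luciferase fusion reporter; amount: 2000 cells seeded into each well; buffer or medium: DMEM; benchmarks: plate control and blank wells; signal: luciferase luminescence; timing: 2 h compound exposure at 37 °C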
# Wee1 degr inh = Wee1 degradation inhibitors, primary screen, cell-based, HeLa, Wee1K328M-luciferase, luminescence | HeLa Luc-Wee1K328M stability; 100% = proteasome inhibitor MG132 effect | reporter increase, % at 5 µM | AID 1321, 2008 | 220,000 compounds, 1.2% hits;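 active = activation above the mean of all tested compounds plus 3 SD, set per screening run, cut at about 8.8% in these data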;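 note: cells exposed to compound for 20 h before luminescence read; 0% = DMSO alone and 100% = MG132 at 30 µM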
# p97 inhibitor = inhibitors of human p97 ATPase, primary screen, biochemical. AID 1481, 2009. inhibition, % at 8 µM. recombinant p97 ATPase, Kinase-Glo ATP luminescence, 3 h. 220,000 compounds, 0.42% hits. Transitional endoplasmic reticulum ATPase (Homo sapiens), P55072; in the data active = inhibition above about 15%;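 note: 0% = DMSO vehicle and 100% = wells lacking enzyme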
# 14-3-3 Bad PPI = inhibitors of 14-3-3 zeta/Bad binding, primary screen, biochemical, TR-FRET, bovine 14-3-3 zeta. TR-FRET 14-3-3zeta/Dy647-pBad peptide displacement, 1 h. inhibition, % at 21.7 µM. 220,000 compounds, 0.71% hits. 14-3-3 protein zeta/delta (Bos taurus), P63103;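 active = inhibition above about 70%, limit read from the data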;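 note: 0% = full 14-3-3 plus peptide FRET controls and 100% = background without 14-3-3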
# Target sequence (P63103 whole entry, looked up): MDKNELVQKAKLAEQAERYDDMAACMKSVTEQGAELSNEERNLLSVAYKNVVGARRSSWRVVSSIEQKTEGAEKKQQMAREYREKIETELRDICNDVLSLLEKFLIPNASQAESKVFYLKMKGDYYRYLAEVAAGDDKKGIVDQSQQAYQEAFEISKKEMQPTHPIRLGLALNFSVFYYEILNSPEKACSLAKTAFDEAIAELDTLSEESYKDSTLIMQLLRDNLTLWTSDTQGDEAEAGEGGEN
# The depositor's hits bear a star; / = not tested or not shown; [ ] = dose if it differs, or a comment.
no.	compound	Rad51 HR inh	FXIIa inh 1536	FXIa inh	p97 inhibitor	hK5 inh	14-3-3 Bad PPI	MDM2 E3 inh	eIF4E-4G inh	Wee1 degr inh
1	Cc1ccc(OCCSc2nc(NC(C)C)nc(NC(C)C)n2)cc1	/	-8	-7	-8	-3	2	-15	0[fluorescence artefact?]	1
2	O=C(COC(=O)C12CC3CC(CC(O)(C3)C1)C2)Nc1ccccc1OC(F)F	-9	6	-5	-3	0	-19[fluorescence artefact?]	-12	-4	-2
3	CN1/C(=C\C(=O)COc2ccc3c(c2)OCO3)C(C)(C)c2ccccc21	/	-1	3	-4	5	-7[fluorescence artefact?]	-12	4	0
4	CCCCc1n[nH]c2c1/C(=N/O)CC(C)(C)C2	4	4	-6	2	-3	-4	-2	-2	-1
5	COC(=O)c1ccc(Cc2ccccc2)o1	9	12	-4	3	6	-2	-13	-4	0
6	Cc1cc2n(n1)C(c1sccc1C)Nc1ccccc1-2 (stereo not drawn)	5	6	3	-1	-6	/	-14	/	-1
7	O=C1C2C3C=CC(O3)C2C(=O)N1CC(O)c1ccccc1 (stereo not drawn)	-2	-7	-2	-4	-1	3	-16	-1	-2
8	O=C(N/N=C1\C2CN3CCN(C2)CC1(c1ccccc1)C3)Nc1ccccc1	-3	8	-3	-4	3	-5	-12	-1	3
9	COCc1cc(=O)n2c([nH]c3ccccc32)c1C#N	-4	-21	-24	-1	-172	-20	-5	-9	-1
10	CCOC(=O)c1ccccc1OCc1cc(/C=N/NC(=O)c2cccnc2)ccc1OC	5	8	-1	-4	-3	-1	-15	-3	-1
11	O=C1CCCC2=C1C(c1cn(-c3ccccc3)nc1-c1cccs1)c1c([nH]c(=O)[nH]c1=O)N2 (stereo not drawn)	3	0	-8	7	-10	-4	-3	-6	-2
12	CCCN=C1NC(=O)C(CC(=O)NCCc2ccccc2)S1 (stereo not drawn)	13	7	0	4	-9	-7	-1	1	-2
13	COc1ccc(/C=C(/NC(=O)c2ccc(C)cc2)c2nc3ccccc3[nH]2)cc1OC	10	14	4	4	-6	-10	-9	-6	1
14	CC1CCCN(C(=O)c2cc(N3C(=O)C4C5CCC(C5)C4C3=O)ccc2Cl)C1 (stereo not drawn)	-4	10	3	3	0	-7	-11	-6	-1
15	Cc1nc2ccc(F)cc2cc1C(=O)NCc1ccco1	-7	16	1	6	-5	-8	-10	3[fluorescence artefact?]	-2
16	COc1cccc(/C=N/NC(=O)CN2C(=O)NC3NC(=O)NC32)c1 (stereo not drawn)	4	4	0	7	-5	2	3	-4	1
17	O=C(Nc1ccccc1Cl)Oc1ccc(Cl)cc1Cl	-21	7	6	12	0	-2	-6	7	-1
18	Cc1cccc(C)c1NC(=O)Nc1ccc(S(N)(=O)=O)cc1	12	0	-11	6	-3	-7	-17	-3	-1
19	CC(=O)NC(Cc1c[nH]c2ccccc12)C(=O)N/N=C/c1ccccc1 (stereo not drawn)	-1	-2	-27	1	-17	-9	-5	2	1
20	COC(=O)c1cc(C(=O)N(Cc2ccccc2)c2ccccn2)cc([N+](=O)[O-])c1	-2	14	3	-3	-20	-20	-6	10[fluorescence artefact?]	6
21	CCOc1ccc(CCNC(=O)c2cc3ccccn3n2)cc1OCC	0	9	7	-10	60*	1[fluorescence artefact?]	-27	4	-1
22	COc1ccc(OC)c(Nc2nc(-c3cccc([N+](=O)[O-])c3)nc3ccccc23)c1	-6	16	-6	1	-2	13	-4	-27	1
23	O=c1[nH]cnc2scc(C3COc4ccccc4O3)c12 (stereo not drawn)	0	12	7	5	-16	12	-2	2	0
24	CSc1ccccc1-n1nnnc1SCC(=O)NCc1cccs1	-4	8	6	4	7	8	-58	5	0

# Whole records, quoted from the list. Screens in order: Rad51 HR inh | FXIIa inh 1536 | FXIa inh | p97 inhibitor | hK5 inh | 14-3-3 Bad PPI | MDM2 E3 inh | eIF4E-4G inh | Wee1 degr inh
# CC1CCCN(C(=O)c2cc(N3C(=O)C4C5CCC(C5)C4C3=O)ccc2Cl)C1 (stereo not drawn) in the list: -4 | 10 | 3 | 3 | 0 | -7 | -11 | -6 | -1
# COc1ccc(OC)c(Nc2nc(-c3cccc([N+](=O)[O-])c3)nc3ccccc23)c1 in the list: -6 | 16 | -6 | 1 | -2 | 13 | -4 | -27 | 1

# Next section.
no.	compound	Rad51 HR inh	FXIIa inh 1536	FXIa inh	p97 inhibitor	hK5 inh	14-3-3 Bad PPI	MDM2 E3 inh	eIF4E-4G inh	Wee1 degr inh
25	Cc1nc(-c2ccc(Cl)cc2)sc1C(=O)NN	6	6	2	-5	2	4	-16	1	0
26	COc1ccc(CNC(=S)Nc2cc(C)ccc2C)cc1	4	3	0	-1	-24	-2[fluorescence artefact?]	-2	-23	2
27	CCOC(=O)C1(CCCc2ccccc2)CCN(C(=O)C2CCCO2)CC1 (stereo not drawn)	/	7	2	-7	1	-2	-5	1	0
28	O=C(COC(=O)C1CC(=O)N(c2ccccc2)C1)c1ccccc1 (stereo not drawn)	11	8	0	6	-7	6	-24	-7	-1
29	Cc1ccccc1OCC(=O)N/N=C1\CCOc2c(C)cccc21	-6	19	15	0	-11	-4	-12	0	-1
30	O=C(Nc1ccc2c(c1)Cc1ccccc1-2)c1ccco1	-8	1	-3	-2	6	9	-26	-3	-2
31	CC(C)(C)NCc1cccn1-c1sc2c(c1C#N)CCCC2	-4	0	-11	2	7	34	-29	-4	-2
32	O=C(NCc1ccco1)C1CCCN1S(=O)(=O)c1ccccc1C(F)(F)F (stereo not drawn)	/	8	5	3	3	-2	/	-15	-1
33	CCC(c1nnnn1Cc1cccs1)N1CCN(c2nc3ccccc3s2)CC1 (stereo not drawn)	5	15	7	3	7	-11[fluorescence artefact?]	7	-4	-1
34	Cc1ccc(Nc2ncc3c(n2)CC(c2ccco2)CC3=O)c(C)c1 (stereo not drawn)	-11	6	-6	3	2	9	-12	2	0
35	O=C(CN1CCN(C(=O)c2cccc(F)c2)CC1)Nc1ccccc1F	9	11	3	-3	4	9[fluorescence artefact?]	-9	0	0
36	COc1ccc2[nH]c(C(=O)O)c(CCC(=O)O)c2c1	1	15	1	3	8	-2	-8	2[fluorescence artefact?]	0
37	Cc1nn(C)c(=O)n1-c1ccccc1	-3	2	-2	4	-2	-5	-15	0	7
38	CCc1ccc(C(=O)CN2CCSC2=N)cc1	17	9	6	0	-7	29	-18	7	7
39	CC(C)=CCCC1=CCC(/C(C)=N/NC(N)=O)CC1 (stereo not drawn)	/	9	6	-6	-8	4	-18	1	1
40	O=C(CCn1c(=O)oc2ccccc21)NCCC1=CCCCC1	2	2	0	3	2	2	2	0	17*
41	COc1cccc(NC(=O)CSc2ncnc3c2oc2ccccc23)c1	5	16	5	-3	-2	0[fluorescence artefact?]	-19	6[fluorescence artefact?]	2
42	CCCCC(CC)CN1C(=O)/C(=C/c2ccncc2)SC1=S (stereo not drawn)	/	16	0	4	-4	2	-27	6	-2
43	O=C1c2ccccc2-c2ccc(C(=O)N3CCCCC3)cc21	/	8	-4	0	-2	-11	-5	1	0
44	Cc1cccc(S(=O)(=O)NCCc2ccccc2)c1	-2	11	-1	-1	2	-2	7	1	-2
45	CC(=O)Nc1ccc(NC(=O)CSc2ccc3nnc(CCNC(=O)c4ccccc4)n3n2)cc1	3	6	-1	4	3	-18	-5	1	0
46	CCCCNC(=O)CSc1nc2ccccc2n1S(=O)(=O)c1ccc(Br)cc1	/	11	6	-2	-13	-8	12	-4[fluorescence artefact?]	2
47	COc1cccc(C(=O)Nc2ccc(S(=O)(=O)Nc3cc(C)nc(C)n3)cc2)c1	/	3	-6	-5	-5	1	-8	-1	0
48	CN(C)c1ccc(/C=C/c2cccc[n+]2[O-])cc1	/	12	5	9	3	2	-1	1	9.9*
49	Cc1c(C(=O)N/N=C/c2ccncc2)no[n+]1[O-]	0	11	-3	5	13	-7	-8	0	-4
50	Cc1cc(C)n2cc(CSc3nnc(-c4ccccc4)o3)nc2n1	-1	-3	0	5	1	1	0	6	-3
51	O=C(NCc1ccccc1)c1cccc(S(=O)(=O)N2CCOCC2)c1	9	-2	1	1	2	19	-7	-8	1
52	O=C(Cn1ncc2c(=O)oc3ccccc3c21)N1CCCN(Cc2ccccc2F)C1	-6	10	2	-1	-18	6	-11	3	6

# 12 of the compounds above, in transposed form.
(38) CCc1ccc(C(=O)CN2CCSC2=N)cc1
(39) CC(C)=CCCC1=CCC(/C(C)=N/NC(N)=O)CC1 (stereo not drawn)
(40) O=C(CCn1c(=O)oc2ccccc21)NCCC1=CCCCC1
(41) COc1cccc(NC(=O)CSc2ncnc3c2oc2ccccc23)c1
(42) CCCCC(CC)CN1C(=O)/C(=C/c2ccncc2)SC1=S (stereo not drawn)
(43) O=C1c2ccccc2-c2ccc(C(=O)N3CCCCC3)cc21
(44) Cc1cccc(S(=O)(=O)NCCc2ccccc2)c1
(45) CC(=O)Nc1ccc(NC(=O)CSc2ccc3nnc(CCNC(=O)c4ccccc4)n3n2)cc1
(46) CCCCNC(=O)CSc1nc2ccccc2n1S(=O)(=O)c1ccc(Br)cc1
(47) COc1cccc(C(=O)Nc2ccc(S(=O)(=O)Nc3cc(C)nc(C)n3)cc2)c1
screen / no.,38,39,40,41,42,43,44,45,46,47
Rad51 HR inh,17,/,2,5,/,/,-2,3,/,/
FXIIa inh 1536,9,9,2,16,16,8,11,6,11,3
FXIa inh,6,6,0,5,0,-4,-1,-1,6,-6
p97 inhibitor,0,-6,3,-3,4,0,-1,4,-2,-5
hK5 inh,-7,-8,2,-2,-4,-2,2,3,-13,-5
14-3-3 Bad PPI,29,4,2,0[fluorescence artefact?],2,-11,-2,-18,-8,1
MDM2 E3 inh,-18,-18,2,-19,-27,-5,7,-5,12,-8
eIF4E-4G inh,7,1,0,6[fluorescence artefact?],6,1,1,1,-4[fluorescence artefact?],-1
Wee1 degr inh,7,1,17*,2,-2,0,-2,0,2,0

(48) CN(C)c1ccc(/C=C/c2cccc[n+]2[O-])cc1
(49) Cc1c(C(=O)N/N=C/c2ccncc2)no[n+]1[O-]
screen / no.,48,49
Rad51 HR inh,/,0
FXIIa inh 1536,12,11
FXIa inh,5,-3
p97 inhibitor,9,5
hK5 inh,3,13
14-3-3 Bad PPI,2,-7
MDM2 E3 inh,-1,-8
eIF4E-4G inh,1,0
Wee1 degr inh,9.9*,-4

# No enrichment for hits, and some 3.5% of all compounds hit somewhere here.
